# USP2a inh: qHTS Assay for Inhibitors of Ubiquitin-specific Protease USP2a Using CHOP2 as the Reporter; AID 463254, 2010; Ubiquitin carboxyl-terminal hydrolase 2 (Homo sapiens), O75604; hit rate 0.01% among 330,000; USP2 core, Ub-CHOP2 coupled fluorogenic reporter, 485/531; Potency, µM (series often up to 38.3 µM), for inactives: at the top dose activity change, negative = inhibition, hits mostly inhibitors;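 further: potency means the concentration at half of the fitted maximal effect; plate controls were DMSO wells for no effect and full inhibition by NEM control for full effect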
#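 USP2 core (10nM final) preincubated 30min RT with compound in 20mM Tris-HCl pH 8.0, 2mM CaCl2, 2mM beta-mercaptoethanol, 0.05% CHAPS; 25nM Ub-CHOP2 plus 25nM reporter substrate added, fluorescence (Ex485/Em531) read after 60min.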
# Tb PFK block: qHTS Assay to Find Inhibitors of T. brucei phosphofructokinase; ATP-dependent 6-phosphofructokinase (Trypanosoma brucei brucei), O15648; T. brucei PFK, ADP-Glo luminescence; Potency, µM (highest dose often 57.5 µM), inactives show at the highest dose activity, negative = inhibition, hits mostly inhibitors; hit rate 0.17% among 330,000; AID 485367, 2010;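 further: potency means the concentration at half of the fitted maximal effect; 0% = uninhibited 1x PFK enzyme wells and -100% = no-enzyme wells; nearly all actives have a fitted effect of over 60% in size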
# Target sequence (O15648 whole entry, looked up): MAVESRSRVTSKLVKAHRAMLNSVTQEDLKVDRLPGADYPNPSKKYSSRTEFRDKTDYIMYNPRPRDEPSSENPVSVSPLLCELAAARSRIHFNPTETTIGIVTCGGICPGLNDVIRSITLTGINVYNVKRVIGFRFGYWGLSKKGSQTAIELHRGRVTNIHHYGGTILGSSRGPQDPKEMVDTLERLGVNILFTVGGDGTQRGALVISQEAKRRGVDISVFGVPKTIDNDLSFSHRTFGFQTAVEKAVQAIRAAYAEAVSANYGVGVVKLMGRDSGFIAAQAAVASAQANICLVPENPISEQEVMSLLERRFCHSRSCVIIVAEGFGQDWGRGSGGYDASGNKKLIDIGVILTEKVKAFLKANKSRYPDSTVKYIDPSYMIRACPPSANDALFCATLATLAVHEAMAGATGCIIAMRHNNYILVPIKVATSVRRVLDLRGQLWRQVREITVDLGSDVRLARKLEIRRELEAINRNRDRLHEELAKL
#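 ADP-Glo luminescence quantified ADP after 45 min at room temperature, with 1.25 nM T. brucei PFK, 0.1 mM ATP and 0.5 mM fructose-6-phosphate in pH 8.0 TEA buffer. qHTS titrations up to 57 µM; curves classified by quality.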
# ELG1 repair inh: qHTS screen for small molecules that inhibit ELG1-dependent DNA repair in human embryonic kidney (HEK293T) cells expressing luciferase-tagged ELG1; HEK293T ELG1-luciferase reporter, luminescence, 16 h; DNA damage induced by 5-fluorouridine; hit rate 2.3% among 330,000; Potency, µM (titrated, usually from 46.1 µM), for inactives: top-dose activity change, negative = inhibition, usual class: inhibitors; further: potency means the concentration at half of the fitted maximal effect; on the % scale 0 is the no-effect control and ±100 the full control effect; nearly all actives have a fitted effect of over 55% in size
#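 Quantitative HTS, concentration-response format. 2,000 cells/well co-treated with 5-fluorouridine and compound, 16 hr in 5% CO2 at 37 °C; ONE-Glo luminescence read after 30 min.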
# PTAP TSG101 blk: qHTS Assay for Iinhibitors of HIV-1 Budding by Blocking the Interaction of PTAP/TSG101; Potency, µM (titrated, usually from 115 µM), for the others: at the highest dose activity change, negative = inhibition, most hits filed as inhibitors; 340,000 tested, under 10 active; Tumor susceptibility gene 101 protein (Homo sapiens), Q99816; Fluorescence polarization, FITC-PTAP peptide / Tsg101 binding; AID 493005, 2010; active means well fitted inhibition curve with a large enough effect in the main read-out, with a control signal flat, not every such curve was filed as active; inconclusive means small, poorly fitted or top-dose-only effect, or effect the other way, or a change in a side signal; inactive means no such curve, though single readings can be large or run the other way; further: potency means the concentration at half of the fitted maximal effect; % of control where 0% means no effect
#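 Fluorescence polarization binding of Tsg101 binding domain (10 uM final) to FITC-labeled PTAP peptide (50 nM final) in HEPES pH 7.5 buffer with NaCl, Tween 20, EDTA, TCEP. Compounds added before peptide; binding 20 min at RT.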
# Mito fusion act: qHTS Assay for Small Molecule Inhibitors of Mitochondrial Division or Activators of Mitochondrial Fusion; S. cerevisiae fusion-defective mutant growth rescue, CellTiterGlo 48 h; Potency, µM (doses to about 46.1 µM), inactives show at the highest dose growth rescue (activation), most hits filed as activators; hit rate 0.23% among 320,000; AID 485298, 2010;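 further: potency means the concentration at half of the fitted maximal effect; % of control where 0% means no effect; nearly all actives have a fitted effect of over 45% in size; temperature-sensitive fusion mutants such as fzo1-1 at 37 °C on non-fermentable ethanol glycerol medium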
#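 Growth-rescue viability read-out: after 48 h at the non-permissive 37C in glycerol/ethanol YPEG, yeast mitochondrial fusion mutants are measured by CellTiterGlo luminescence; compounds (23 nl pinned per well) restoring growth score as division inhibitors or fusion activators.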
# TCR activator: Activators of T cell receptors: qHTS campaign | primary human leukocytes, anti-CD3, IL-2 HTRF, 48 h | Potency, µM (titrated, usually from 9.22 µM), without a hit: at the highest dose activation of IL-2 secretion, most hits filed as activators | 330,000 tested, under 10 active | AID 504894, 2011; further: % of control where 0% means no effect
#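 Primary human leukocytes incubated 48 hr with anti-CD3 beads plus compound, without co-stimulation. Secreted IL-2 measured by HTRF (europium cryptate/d2 anti-IL-2 pair, 320 nm excitation, 665 nm emission).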
# BCR signal inh: qHTS Assay to Find Inhibitors of Chronic Active B-Cell Receptor Signaling; Potency, µM (doses to about 46.1 µM), without a hit: top-dose ratio change, negative = lower green/red ratio, hits mostly inhibitors; hit rate 0.05% among 340,000; ABC-DLBCL IkBa-CBG/CBR reporter, luminescence ratio, 4 h; active means well fitted inhibition curve with a large enough effect in the signal ratio, with a control signal flat, not every such curve was filed as active; inconclusive means small, poorly fitted or top-dose-only effect, or effect the other way, or a change in a side signal; the % refers to the signal ratio;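 further: potency means the concentration at half of the fitted maximal effect; plate controls were basal doxycycline-induced cells for no effect and cells given 10 µM MG132 for full effect; MG132 reads +100%, hits lower the ratio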
#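 TMD8 human ABC-DLBCL cells with doxycycline-inducible IκBα–green luciferase fusion and unfused red luciferase, in 0.5% FBS medium; compounds up to 46 uM, 4 h at 37C. Green/red luminescence ratio, filter-overlap corrected, fitted to concentration-response curves.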
# uPA surface inh: qHTS for Inhibitors of Cell Surface uPA Generation | cell surface uPA generation assay, qHTS | Potency, µM (series often up to 38.3 µM), without a hit: at the top dose activity change, negative = inhibition, actives largely listed as inhibitors | hit rate 0.31% among 330,000; active means well fitted inhibition curve with a large enough effect; inconclusive means small, poorly fitted or top-dose-only effect; inactive means no such curve, though single readings can be large or run the other way; tested in mouse RAW 264.7 cells; further: potency means the concentration at half of the fitted maximal effect; on the % scale 0 is the no-effect control and ±100 the full control effect; nearly all actives have a fitted effect of over 55% in size
# TSHR antagonist: Antagonists of the Thyroid Stimulating Hormone Receptor: HTS campaign. Thyrotropin receptor (Homo sapiens), P16473. TSHR-expressing cells, TSH-stimulated cAMP HTRF, 2 h; active compounds read low. activity change, negative = inhibition, % at 11.5 µM. hit rate 0.2% among 330,000. AID 504810, 2011;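 active means activity change below a set negative limit, meaning inhibition stronger than a set level, cut at about -70% in these data; inconclusive means activity change between two set negative limits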; further: on the % scale 0 is the no-effect control and ±100 the full control effect
#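 Competitive HTRF cAMP read-out (cryptate anti-cAMP antibody, cAMP-d2; 30 min, room temperature) in freshly harvested TSHR cells. Compounds added before TSH at EC80 (4nM final), followed by 2 hours' incubation at 37 deg C.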
# Eya2 phos inh: qHTS Assay for Inhibitors of the Phosphatase Activity of Eya2. AID 488837, 2010. Protein phosphatase EYA2 (Homo sapiens), O00167. hit rate 0.006% among 330,000. Potency, µM (titrated, usually from 76.9 µM), inactives show top-dose activity, negative = inhibition, hits mostly inhibitors. recombinant Eya2, OMFP fluorescence dephosphorylation (OMFP is methylfluorescein phosphate); further: potency means the concentration at half of the fitted maximal effect; on the % scale 0 is the no-effect control and ±100 the full control effect
# Target sequence (O00167 whole entry, looked up): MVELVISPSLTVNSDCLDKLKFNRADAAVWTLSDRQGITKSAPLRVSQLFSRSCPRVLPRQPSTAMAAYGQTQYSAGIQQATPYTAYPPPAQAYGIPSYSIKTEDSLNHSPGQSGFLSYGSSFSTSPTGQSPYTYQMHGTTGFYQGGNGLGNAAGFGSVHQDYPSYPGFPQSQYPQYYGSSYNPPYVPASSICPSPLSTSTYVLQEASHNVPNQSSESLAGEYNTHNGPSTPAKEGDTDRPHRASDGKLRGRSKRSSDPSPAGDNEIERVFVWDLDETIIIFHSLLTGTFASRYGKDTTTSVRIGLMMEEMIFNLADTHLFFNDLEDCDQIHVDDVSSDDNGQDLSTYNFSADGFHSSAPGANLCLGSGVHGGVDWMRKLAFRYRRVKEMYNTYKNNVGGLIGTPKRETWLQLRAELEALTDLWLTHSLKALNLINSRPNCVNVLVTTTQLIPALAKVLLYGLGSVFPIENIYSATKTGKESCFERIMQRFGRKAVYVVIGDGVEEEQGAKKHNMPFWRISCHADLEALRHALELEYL
#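 Eya2 protein (added as 0.2 uM solution) was preincubated with compound for 10 min at ambient temperature in 50 mM HEPES pH 7.5, 50 mM NaCl, 5 uM MgCl2, 0.05% BSA, 1 mM DTT. OMFP (added at 50 uM) then reacted 10 min; fluorescence read at 485/525 nm.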
# B2AR arrestin: qHTS assay of beta-arrestin-biased ligands of beta2-adrenergic receptor | Beta-2 adrenergic receptor (Homo sapiens), P07550 | beta-arrestin recruitment to beta2AR, cell-based reporter | Potency, µM (highest dose often 46.1 µM), for the others: at the highest dose activation, hits mostly activators | hit rate 0.02% among 330,000 | AID 492947, 2010;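 further: potency means the concentration at half of the fitted maximal effect; 0% = DMSO controls and full agonism = EC100 isoproterenol or metaproterenol; nearly all actives have a fitted effect of over 65% in size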
# Starred values were filed as active, the others as inactive; ? = inconclusive; nt = no result given; [ ] = another dose, or the depositor's remark. Unless noted, the call rests on the fitted dose curve; in most records, active means well fitted curve in the direction sought with a large enough effect; inconclusive means small, poorly fitted or top-dose-only effect, or another doubt; inactive means no such curve, though single readings can be large; an effect the other way counts as inactive or inconclusive.
SMILES,USP2a inh,Tb PFK block,ELG1 repair inh,PTAP TSG101 blk,Mito fusion act,TCR activator,BCR signal inh,uPA surface inh,TSHR antagonist,Eya2 phos inh,B2AR arrestin
Cc1ccc(-n2cccn2)cc1,3.4%,-7.6%,11.0%,1.0%,2.3%,10.6%,-1.3%,3.6%,12.8,0.9%,-0.6%
COc1ccc(C(=O)O)cc1N1C(=O)Nc2ccccc2N1O,0.7%,-1.8%,1.2%,-4.0%,1.8%,-5.5%,-4.6%,2.7%,-10.3,19.5%,0.1%
COc1ccc(-c2nc[nH]c2[N+](=O)[O-])cc1,2.8%,-1.6%,9.6%,0.7%,4.9%,7.1%,9.1%,5.7%,14.2,9.9%,0.2%
Cc1ccc(Sc2ncccc2/C=N/O)cc1,5.2%,1.4%,13.5%,-3.3%,-0.4%,-6.7%,-2.8%,1.1%,4.8,-2.6%,-0.1%
O=C(NCCNC(=O)c1ccco1)c1cccc(F)c1,0.5%,-4.0%,-2.3%,-9.4%,0.8%,-6.6%,3.3%,-1.6%,-2.4,-2.5%,0.2%
COc1cc(/C=N/NS(=O)(=O)c2ccc3ccccc3c2)ccc1OCCN1CCOCC1,-0.8%,-4.7%,?,-0.9%,-2.6%,0.1%[46.1 µM],2.5%,1.2%,-0.8,0.9%,8.0%
CCOC(=O)C1=C(CC)OC(N)=C(C#N)C1c1ccc(OC)c(C)c1OC (configuration not stated),0.4%,-4.3%,2.7%,0.4%,3.3%,nt,?,1.8%,10.8,-2.2%,-0.4%
Cc1cccn2c(NC(=O)c3ccccc3F)c(-c3ccccc3)nc12,1.2%,-3.0%,-2.8%,1.7%,-2.4%,0.4%,?,?,0.7,13.0%,-0.9%
CCOC(=O)c1cnc2c(c(C)nn2C)c1Oc1cc(Cl)cc(Cl)c1,-0.3%,0.1%,?,0.5%,5.4%,2.3%,-10.7%,-4.5%,20.4,3.7%,-0.3%
CNC(=S)N(CCc1cccc(C)c1)Cc1cc2cc(OC)c(OC)cc2[nH]c1=O,-1.6%,3.4%,13µM*,-1.2%,1.4%,2.6%,-11.3%,2.4%,16.1,2.6%,-0.3%
c1csc(-c2noc(COc3ccc4c(c3)CCCC4)n2)c1,-3.9%,6.7%,?,-2.5%,8.6%,nt,11.3%,-5.0%,-22.3,-8.2%,0.4%
COc1ccc(C(=O)NCCS(=O)(=O)N2CCc3ccccc3C2)cc1,-0.3%,-4.7%,0.0%,1.1%,6.9%,-2.9%,3.9%,-1.8%,23.6,-4.1%,0.1%
O=C(NC(=S)Nc1ccccc1[N+](=O)[O-])c1cncc(Br)c1,-0.2%,-2.0%,1.5%,-6.4%,-11.0%,-1.5%,-7.8%,-4.8%,-2.0,-1.4%,-0.1%
Cc1c(C(=O)NCc2n[nH]c(=S)n2-c2ccc(F)cc2)cccc1[N+](=O)[O-],2.6%,11.0%,2.1%,0.5%,14.2%,-5.8%,15.6%,25.1%,0.3,-0.4%,0.2%
CCC(C)C(=O)Nc1c2c(nc3c1CCC3)CCCC2 (configuration not stated),5.1%,-0.7%,0.8%,-0.8%,-0.5%,0.6%,8.0%,-3.6%,-10.7,6.5%,0.1%
CC(=O)[C@H]1CC[C@H]2[C@@H]3C=CC4=CC(=O)CC[C@@]4(C)[C@@H]3CC[C@]12C,0.3%,3.2%,1.2%,-1.4%,5.1%,-3.6%,?,?,-5.6,7.7%,-1.7%
CCN(c1ccc(OC)cc1)S(=O)(=O)c1ccc2c(c1)CC(C)N2C(=O)C1CC1 (configuration not stated),-1.7%,0.2%,?,-3.9%,25.4%,0.8%,10.8%,-4.5%,-1.9,-15.4%,0.5%
CCOC(=O)C1CCN(C(=O)Cc2c(C(=O)O)n(C)c3ccccc23)CC1,-0.1%,-2.3%,3.2%,-0.8%,-4.6%,6.9%,2.9%,1.6%,-3.0,-2.3%,-0.2%
O=C(N/N=C\c1ccoc1)c1ccco1,2.6%,0.1%,19.0%,-0.1%,-0.3%,-0.8%,-5.7%,6.6%,-1.9,0.0%,0.2%
O=C(Oc1cccc(NC(=O)c2ccco2)c1)c1cccc(S(=O)(=O)N2CCCC2)c1,4.2%,-9.1%,?,-1.3%,8.6%,0.3%,?,-5.3%,-6.9,-2.7%,-1.6%
c1ccc(-c2csc(-c3cccnc3)n2)cc1,12.4%,-3.0%,?,0.7%,-8.2%,0.0%,?,-3.1%,-9.4,1.4%,-0.8%
O=C(Cn1nc(C(=O)O)c2ccccc2c1=O)Nc1cc(Cl)cc(Cl)c1,-1.2%,-3.4%,14.2%,0.5%,-13.0%,-1.6%,-1.3%,nt,8.7,-2.9%,0.0%
CC1Nc2ncnc(N3CCN(c4ccccc4)CC3)c2N(Cc2ccc(Br)cc2)C1=O (configuration not stated),3.7%,-0.2%,?,-0.2%,?,-4.4%,-4.6%,-29.7%,-22.2,-2.9%,0.1%
CC(=O)Nc1nc2nc(-c3ccccc3)cc(-c3ccccc3)n2n1,-1.0%,0.0%,-26.4%,-9.2%,10.2%,nt,?,-5.3%,16.1,0.5%,-0.2%
CC(Sc1nc2ccccc2s1)C(=O)Nc1nnc(C(C)C)s1 (configuration not stated),-2.1%,3.2%,3.5%,-0.6%,16.3%,-3.0%,-5.1%,-3.0%,0.1,-26.5%,-0.3%
Cc1ccc2cc(CN(Cc3ccccc3)Cc3nnnn3C3CCCC3)c(=O)[nH]c2c1,-1.3%,0.1%,?,-10.8%,?,-1.2%,-17.1%,-20.6%,-1.9,-5.6%,-0.2%
Cc1c(C(=O)Oc2cc(N)n(S(C)(=O)=O)n2)cccc1[N+](=O)[O-],1.6%,-4.3%,4.7%,-2.9%,5.3%,-11.2%,?,0.9%,0.7,-15.0%,-0.1%
CC(=O)N1CCSc2ccc(S(=O)(=O)NCCc3cccc(C)c3)cc21,3.4%,2.7%,?,-3.0%,1.6%,-1.0%,3.4%,1.4%,-16.7,-9.0%,-0.9%
O=C(COC(=O)c1ccco1)Nc1ccc2c(c1)OCO2,-0.9%,3.3%,6.1%,-1.5%,-5.9%,-0.4%,4.4%,3.8%,3.8,-7.6%,-1.7%
Cc1occc1C(=O)Nc1ccc([N+](=O)[O-])cc1Br,1.2%,0.5%,23.4%,2.8%,-0.5%,3.5%,2.0%,-4.1%,19.4,-14.1%,-0.4%
COc1ccc(NC(=O)C2CC(=O)NC3=C2C(=O)CC(C)(C)C3)cc1 (configuration not stated),1.1%,3.2%,-9.2%,3.1%,-2.9%,4.7%,0.5%,nt,6.4,2.7%,0.3%
CN(CCC#N)C(=O)CSc1ncnc2sc(-c3ccccc3)cc12,-6.3%,0.7%,-18.3%,-9.0%,12.6%,-0.7%,?,-4.7%,-16.9,-9.1%,0.4%
Cc1cc(NC(=O)c2ccccc2Cl)ccc1NC(=O)c1ccccc1Cl,-2.2%,5.8%,6.6%,-1.3%,-8.0%,-6.6%,-0.6%,?,1.2,0.0%,-0.7%
Cc1c(CC(=O)N[C@@H](C)C(=O)O)c(=O)oc2cc3occ(-c4ccccc4)c3cc12,0.8%,0.0%,18.2%,-2.4%,-5.7%,-6.4%,?,-5.9%,-4.1,11.4%,-0.1%
CCCCN(C(=O)COC(=O)COc1c(C)cc(C)cc1C)c1c(N)n(CCC)c(=O)[nH]c1=O,-0.4%,0.1%,28.9%,-6.5%,-3.6%,-0.2%,-5.0%,3.2%,-17.6,-12.6%,0.3%
c1cncc(-c2nnc(SCc3cccc4ccccc34)o2)c1,-0.4%,1.9%,-2.5%,-3.3%,15.5%,-2.1%,0.9%,?,-8.1,0.9%,0.4%

# Screens: PubChem BioAssay, National Center for Advancing Translational Sciences (NCATS)

# An unsorted share of the library. Share with any hit: about 3%.
